Autophagy HCS: autophagy modulation, high-content screen. MEF GFP-LC3 puncta imaging; test concentration mostly 10 µM. calls only at 10 µM (by protocol). 190,000 compounds, 0.98% hits;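 active = percentage of spot-positive cells more than 3 SD above its plate mean, without a fluorescence outlier flag or 80% toxicity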;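 also: spot-positive cell cutoff set from DMSO-treated cells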
WT yeast gro inh: growth inhibition of WT yeast, mitochondrial fusion screen; inhibition, % at 10 µM; 190,000 compounds, 2.1% hits; mitochondrial fusion phenotypic screen, WT strain; AID 1362; in the data active = inhibition above about 58%; tested in S. cerevisiae
MT stabilizer: microtubule stabilization, imaging screen | 200,000 compounds, 0.83% hits | HeLa tubulin immunostaining HCS, 24 h; share of cells brighter than vehicle mean+2SD | % tubulin-high responders, % at 10 µM | AID 2205;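 active = plate Z-score above 3 for both tubulin-high and condensed-nucleus cell shares, with cell loss under 80%, at 10 µM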;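 also: anti alpha tubulin signal scored within the nucleus-defined area of each cell; some results filed as inactive read as strong as hits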
b-catenin transl: beta-catenin nuclear translocation modulation. HeLa beta-catenin nuclear translocation, immunofluorescence imaging. nuclear translocation activity, % at 5 µM. 190,000 compounds, 0.3% hits;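 active = nuclear translocation activity above 50% at 5 µM, with a well cell count of 50 or more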;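 also: per-cell ratio of nuclear to cytoplasmic median beta-catenin stain intensity; plate controls were DMSO negative control for no effect and GSK-3 inhibitor IX positive control for full effect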
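Test system: human HeLa cells, native beta-catenin. Compound dosing: 5 µM primary single dose, 0.1% DMSO, 0.02–20 µM confirmation series. Incubation: compound exposure 24 h at 37°C. Detection: beta-catenin immunostaining with DAPI counterstain, 20x imaging, 6 fields/well. Read-out basis: Nuclear/cytoplasmic beta-catenin signal ratio, % activation.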
PMI inhibition: MPI inhibition at elevated mannose 6-phosphate – biochemical, fluorescence intensity, high mannose 6-phosphate, primary screen (AID 1220); recombinant PMI enzyme, coupled fluorescence intensity; higher % means a stronger effect; 190,000 compounds, 0.66% hits; inhibition, % at 20 µM; hits with a dose series show IC50 in µM
Insulin prom up: MIN6 insulin promoter up-regulation; MIN6 insulin promoter-GFP reporter, high-content imaging; stronger effect = higher value; z-score at 5 µM; 190,000 compounds, 0.3% hits; AID 1625;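 active = z-score above 3 at 5 µM with at least 500 cells counted in the well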
Yfh1-depleted yeast: mitochondrial function rescue without frataxin homolog – Friedreich's ataxia, plus single-dose screen, dose response (AID 1465) | 220,000 compounds, 0.074% hits | one-dose fold induction at 50 µM; EC50 in µM for titrated hits | S. cerevisiae Yfh1-off respiration, WST-1 reduction, 72 h; higher fold induction means a stronger effect;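 active = fold induction of absorbance versus untreated yeast above a set limit, then at least 30% activation at any dose in follow-up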;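 also: activators that raise dye reduction in frataxin-depleted yeast; strong numbers were not always called active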
human PMI inhibition: inhibitors of human PMI, primary screen, biochemical, fluorescence intensity, coupled assay (AID 1209) | 190,000 compounds, 0.42% hits | purified PMI enzyme, coupled fluorescence intensity; higher % means a stronger effect | inhibition, % at 20 µM; hits with a dose series show IC50 in µM;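 also: plate controls were DMSO vehicle for no effect and wells lacking substrate for full effect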
Dynein transport: blocks dynein driven cargo transport along microtubules. 3617.4 mouse cells, GR-EGFP nuclear translocation imaging; test concentration mostly 20 µM; stimulated with dexamethasone, 1 µM; stronger effect = lower value. z-score, hits read low. 220,000 compounds, 0.47% hits. AID 1381;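 active = plate z-score of nuclear minus cytoplasmic receptor signal below a set negative limit, without overly bright fluorescence or cell loss, cut at about -3.5 in these data, passing the limit was not always enough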;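 also: z-score of nuclear minus cytoplasmic ring GR-EGFP intensity difference per well; some compounds called inactive have numbers as strong as hits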
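medium = tetracycline-free induction medium containing charcoal-stripped FBS | also added = 1.0 µM final dexamethasone stimulus | schedule = 48 h induction, 1 h compound, 30 min dex at 37 °C | technique = fixed, Hoechst-stained cells imaged at 10x for EGFP | measure = GR-EGFP nuclear translocation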
WT yeast gro inh mutant strain: further read-out of WT yeast gro inh, marked with its call; inhibition, %; mitochondrial fusion phenotypic screen, mutant strain inhibition
Dynein transport cytoplasmic EGFP: recorded beside Dynein transport, whose call it bears; z-score; measured here: cytoplasmic GR-EGFP intensity; stronger effect = higher value
Dynein transport nuclear GR-EGFP: also measured in Dynein transport; calls as there; z-score; measured here: nuclear GR-EGFP intensity;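 lower value marks the stronger effect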
Dynein transport cell count: second read-out of Dynein transport, no call of its own (marks repeat the call); z-score; measured here: cell count per field
Insulin prom up cell count: further read-out of Insulin prom up, marked with its call; cell count; measured here: cytotoxicity, nuclei count;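 total cells summed across four imaged fields per well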
b-catenin transl cell count 5 µM: second read-out of b-catenin transl, no call of its own (marks repeat the call); cell count; measured here: cell count, cytotoxicity flag
MT stabilizer Hoechst-high %: also measured in MT stabilizer; calls as there; % Hoechst-high responders; measured here: nuclear condensation Hoechst responders;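 share of cells brighter than vehicle mean plus two SD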
MT stabilizer cytotoxicity %: recorded beside MT stabilizer, whose call it bears; toxicity, %; measured here: cytotoxicity by cell density;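 0% = mean cell density of plate MIN control wells and 100% = no cells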
Autophagy HCS cell loss 18 h: further read-out of Autophagy HCS, marked with its call; toxicity, %; measured here: cell loss, nuclei count;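 cell loss after 18 h compound exposure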
Starred values were filed as active, the others as inactive; i = inactive; / = no result given. Rule as the data show it, unless noted: active = inhibition above about 50%; inactive = the rest.

SMILES	Autophagy HCS	Autophagy HCS cell loss 18 h	WT yeast gro inh	WT yeast gro inh mutant strain	MT stabilizer	MT stabilizer Hoechst-high %	MT stabilizer cytotoxicity %	b-catenin transl	b-catenin transl cell count 5 µM	PMI inhibition	Insulin prom up	Insulin prom up cell count	Yfh1-depleted yeast	human PMI inhibition	Dynein transport	Dynein transport cytoplasmic EGFP	Dynein transport nuclear GR-EGFP	Dynein transport cell count
CN1C(=O)COc2c(C(=O)NC3CN4CCC3CC4)cc(Cl)cc21 (stereo not drawn)	/	/	-5	10	/	/	/	-1.0	1162	18%	1	1506	i	-1%	/	/	/	/
CCCCCCOc1ccc(CN2CCN(CCO)CC2)cc1	i	4	25	28	5.2	5.3	4.6	0.0	1060	-21%	-0.29	727	i	-11%	-0.93	-0.31	-0.47	0.79
COc1ccccc1N1CCN(Cc2ccccc2Cl)CC1	i	-1	2	-55	2.4	1.5	2.3	/	/	30%	-0.4	991	i	44%	1.1	-0.18	0.77	-1.1
CN1CCN(c2nc(N)c(Br)c(Cl)n2)CC1	/	/	/	/	/	/	/	-1.7	1185	/	-0.16	1475	i	/	0.86	-0.26	0.18	-0.015
O=c1[nH]c(O)c(N=Nc2cc([N+](=O)[O-])ccc2O)c(=O)[nH]1	i	-8	40	41	2.9	1.3	4.5	-2.1	1094	41%	-0.4	1481	i	42%	0.4	-0.25	0.23	-0.3
C[C@H](O)[C@H]1CC[C@H]2[C@@H]3CCC4=CC(=O)CC[C@]4(C)[C@H]3CC[C@]12C	i	-30	18	46	4.3	2.6	12	0.5	486	-9%	/	/	i	-5%	0.22	-0.21	0.31	0.73
CC(Cc1ccccc1)NCC(=O)Nc1cc(N(C)C)nc2ccccc12 (stereo not drawn)	/	/	/	/	/	/	/	0.7	1321	/	-0.39	1045	i	/	-1	-0.82	-0.85	0.38
CC(=O)c1c(C)n(Cc2ccccc2)c2ccc(O)cc12	/	/	/	/	/	/	/	-1.3	1303	/	0.95	962	i	/	1.4	-0.16	0.5	-0.56
CC(C)=CCOc1c2occc2cc2ccc(=O)oc12	i	8	0	-21	1.8	2.1	6.2	1.7	540	24%	-0.34	793	i	13%	0.16	-0.33	0.4	0.64
CCN(CC)CCCN=C(C)c1c(O)n(-c2ccccc2)c(=O)[nH]c1=O	i	-1	2	0	2.3	1.2	3.1	-1.7	1167	-2%	0.57	1026	i	-4%	-0.013	-0.17	-0.0018	-0.11
CN(C)c1nc(N(C)C)nc(N(C#N)CCCl)n1	i	8	5	-9	2.3	0.8	1.0	0.2	1047	-6%	-0.11	1428	i	-10%	2.3	-0.11	1.9	-1.7
Cn1cccc1/C=C1\C(=O)NC(=O)N(CCC2=CCCCC2)C1=O	i	20	-4	33	6.9	11	13	5.9	968	8%	0.13	1383	i	12%	-0.67	0.92	-0.31	0.33
CC1=NN(c2ccccc2)C(=O)C1/C=C1/C(=O)NC(=O)N(c2cccc(C)c2)C1=O (stereo not drawn)	i	-31	-1	-4	2.8	1.2	6.7	-2.7	844	-1%	-0.15	1576	i	-1%	0.64	-0.21	0.65	-0.086
CCn1c(O)c(C=Nc2ccc(N3CCOCC3)cc2)c(=O)n(CC)c1=S	i	51	-11	12	1.5	0.6	1.0	-0.1	1357	24%	0.06	1247	i	10%	-0.42	0.6	-0.18	0.86
COc1ccc(C2N(c3cc(C)on3)C(=O)C3CCCN32)cc1 (stereo not drawn)	i	31	-8	-7	3.7	1.6	0.9	-6.3	1137	-1%	0.38	1642	i	-3%	1.5	-0.28	1.4	-0.81
Cc1ccc(S(=O)(=O)N2CCCCC2)cc1NC(=O)CN1CC=C(c2ccccc2)CC1	i	17	10	-9	5.0	1.4	7.5	-0.8	992	6%	-0.32	1148	i	5%	-0.13	-0.21	0.089	-0.064
CCCCN1C(=O)NC(=O)C2(Cc3c(nc4c(C)cccn4c3=O)N3CCc4ccccc4C32)C1=O (stereo not drawn)	i	2	72*	9.3*	2.0	1.5	8.2	/	/	14%	/	/	/	20%	-1.4	-0.23	-0.56	0.94
Cc1cc(C(=O)CN2CCCC2)c(C)n1-c1ccc(F)cc1	/	/	/	/	/	/	/	-0.7	1434	/	-0.01	975	i	/	0.38	-0.81	-0.13	-0.41
C[N+]12CCC(CC1)C(C(O)(c1ccccc1)c1cccs1)C2 (stereo not drawn)	i	-22	-2	-2	3.9	1.5	3.5	-3.3	1078	21%	0.28	1891	i	26%	2.3	0.21	1.2	-4
CC1=CC(=C2C(=O)NC(=S)NC2=O)C=C(C(F)(F)F)N1CCc1ccccc1	i	-3	-4	-12	25*	33*	39*	2.6	1478	-18%	0.68	1660	i	-24%	2.2	1.3	0.36	1.1
CC1(C)CC(n2[nH]c(=O)c3c2NC(=O)CSC3c2ccccc2)CCO1 (stereo not drawn)	i	15	-4	-35	4.7	3.1	6.4	-4.5	951	-4%	0.22	1582	i	-10%	-0.14	-0.23	-0.69	-0.66
Fc1ccc(NC2=NCCS2)cc1Cl	i	-3	20	15	3.5	1.8	4.6	1.0	887	8%	-0.2	1501	i	8%	4.2	0.056	4.2	-3.3
Cc1ccc(-n2c(O)c(C=NC3CCCCC3N)c(=O)[nH]c2=O)cc1C (stereo not drawn)	i	5	1	3	4.9	3.5	7.3	-5.8	913	30%	0.88	1095	i	12%	-0.2	-0.23	0.11	-0.042
CCOP(=O)(OCC)C(NC(=O)c1ccc(C)cc1)C(Cl)(Cl)Cl (stereo not drawn)	i	-22	-1	-6	2.8	2.8	9.0	-3.1	548	-24%	0.16	1145	i	-32%	-0.33	-0.26	0.82	-0.32
N#CCCn1cc(C(=O)NCc2ccccc2)c(-c2ccccc2)n1	i	0	-7	9	2.5	2.8	4.7	1.0	1548	24%	0.26	1417	i	12%	-0.14	-0.3	0.24	0.07

The final 3 records of the section before are carried over, then new ones follow:
SMILES	Autophagy HCS	Autophagy HCS cell loss 18 h	WT yeast gro inh	WT yeast gro inh mutant strain	MT stabilizer	MT stabilizer Hoechst-high %	MT stabilizer cytotoxicity %	b-catenin transl	b-catenin transl cell count 5 µM	PMI inhibition	Insulin prom up	Insulin prom up cell count	Yfh1-depleted yeast	human PMI inhibition	Dynein transport	Dynein transport cytoplasmic EGFP	Dynein transport nuclear GR-EGFP	Dynein transport cell count
Cc1ccc(-n2c(O)c(C=NC3CCCCC3N)c(=O)[nH]c2=O)cc1C (stereo not drawn)	i	5	1	3	4.9	3.5	7.3	-5.8	913	30%	0.88	1095	i	12%	-0.2	-0.23	0.11	-0.042
CCOP(=O)(OCC)C(NC(=O)c1ccc(C)cc1)C(Cl)(Cl)Cl (stereo not drawn)	i	-22	-1	-6	2.8	2.8	9.0	-3.1	548	-24%	0.16	1145	i	-32%	-0.33	-0.26	0.82	-0.32
N#CCCn1cc(C(=O)NCc2ccccc2)c(-c2ccccc2)n1	i	0	-7	9	2.5	2.8	4.7	1.0	1548	24%	0.26	1417	i	12%	-0.14	-0.3	0.24	0.07
COc1ccc(OCC(=O)N2CCN(Cc3ccc4c(c3)OCO4)CC2)cc1	i	10	-4	-1	3.8	2.0	8.7	1.3	1486	-2%	-0.16	1758	i	0%	0.75	-0.17	0.48	-0.58
Cc1ccc(C(=O)Nc2ccc(Cl)cc2C(=O)c2ccccc2)cc1	i	-2	/	/	1.9	1.5	2.3	/	/	/	/	/	i	/	0.98	-0.19	0.78	-0.57
C=CCNC(=O)c1c(N)n(CCN2CCOCC2)c2nc3ccccc3nc12	i	5	-8	14	3.3	2.0	10	1.5	856	5%	-0.4	1211	i	-7%	-0.35	-0.19	0.24	0.21
CCCn1c(C(=O)c2ccccc2OC)nc2ccccc21	i	-2	-1	-10	1.3	1.7	12	-1.6	1062	5%	-0.03	1421	i	8%	-0.54	-0.21	-0.21	0.4
COc1ccc(-c2cc(=NCCCCCC(=O)O)c3cc(C)ccc3o2)cc1	i	7	19	7	1.5	2.4	9.4	-1.6	1153	-32%	-0.39	824	i	-30%	-0.84	-0.25	-0.48	0.96
COc1cccc(C(=O)N2CCC3(CC2)OCCO3)c1	/	/	/	/	/	/	/	-0.2	1273	/	-0.24	1092	i	/	0.071	-0.24	0.082	0.34
CCOP(=O)(OCC)C(O)c1ccc(OC)cc1 (stereo not drawn)	/	/	/	/	/	/	/	-0.7	1283	/	-0.06	1059	i	/	-0.019	-0.15	0.32	0.34
CC(CO)(CO)N=Cc1c(O)n(-c2cccc3ccccc23)c(=O)[nH]c1=O	i	-6	5	-3	2.5	2.0	8.8	3.2	1149	-6%	0.3	1205	i	-2%	-0.86	-0.24	-0.49	1
CCn1c(O)c(N=Nc2ccc(S(=O)(=O)N3CCOCC3)cc2)c(=O)n(CC)c1=S	/	/	/	/	/	/	/	0.6	1331	/	0.39	944	i	/	-1.7	-0.15	-0.75	0.5
CC(=NCc1ccc2c(c1)OCO2)c1c(O)n(C)c(=O)n(C)c1=O	i	4	-4	13	2.3	2.0	2.6	0.2	1127	2%	-0.23	1958	i	6%	0.69	-0.28	0.77	-0.38
CN(C)c1ccc(/C=C2\CC3C4CC=C5CC(O)CCC5(C)C4CCC3(C)C2=O)cc1 (stereo not drawn)	i	2	2	-14	2.5	2.8	4.4	/	/	18%	0.65	1195	i	12%	-0.68	-0.25	-0.65	0.47
Cn1c(O)c(C=NCCCNC2CCCCC2)c(=O)n(C)c1=O	i	-3	3	1	2.2	1.3	2.8	-1.5	1216	7%	/	/	i	3%	-0.78	-0.21	-0.94	0.42

A portion of the library (hit frequency here may not be typical).
